Bioassay records: PubChem BioAssay, Broad Institute
NSD2 block – inhibitors of human NSD2, primary screen, biochemical, plate reader, single point. Histone-lysine N-methyltransferase NSD2 (Homo sapiens), O96028. NSD2-SET H3K36me1 DELFIA fluorescence. inhibition, % at 12.5 µM. actives 0.07% (n = 44,000); in the data active = inhibition above about 54%, passing the limit was not always enough;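 note: inhibitors reduce the monomethyl H3K36 fluorescence signal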
Target sequence (O96028 whole entry, looked up): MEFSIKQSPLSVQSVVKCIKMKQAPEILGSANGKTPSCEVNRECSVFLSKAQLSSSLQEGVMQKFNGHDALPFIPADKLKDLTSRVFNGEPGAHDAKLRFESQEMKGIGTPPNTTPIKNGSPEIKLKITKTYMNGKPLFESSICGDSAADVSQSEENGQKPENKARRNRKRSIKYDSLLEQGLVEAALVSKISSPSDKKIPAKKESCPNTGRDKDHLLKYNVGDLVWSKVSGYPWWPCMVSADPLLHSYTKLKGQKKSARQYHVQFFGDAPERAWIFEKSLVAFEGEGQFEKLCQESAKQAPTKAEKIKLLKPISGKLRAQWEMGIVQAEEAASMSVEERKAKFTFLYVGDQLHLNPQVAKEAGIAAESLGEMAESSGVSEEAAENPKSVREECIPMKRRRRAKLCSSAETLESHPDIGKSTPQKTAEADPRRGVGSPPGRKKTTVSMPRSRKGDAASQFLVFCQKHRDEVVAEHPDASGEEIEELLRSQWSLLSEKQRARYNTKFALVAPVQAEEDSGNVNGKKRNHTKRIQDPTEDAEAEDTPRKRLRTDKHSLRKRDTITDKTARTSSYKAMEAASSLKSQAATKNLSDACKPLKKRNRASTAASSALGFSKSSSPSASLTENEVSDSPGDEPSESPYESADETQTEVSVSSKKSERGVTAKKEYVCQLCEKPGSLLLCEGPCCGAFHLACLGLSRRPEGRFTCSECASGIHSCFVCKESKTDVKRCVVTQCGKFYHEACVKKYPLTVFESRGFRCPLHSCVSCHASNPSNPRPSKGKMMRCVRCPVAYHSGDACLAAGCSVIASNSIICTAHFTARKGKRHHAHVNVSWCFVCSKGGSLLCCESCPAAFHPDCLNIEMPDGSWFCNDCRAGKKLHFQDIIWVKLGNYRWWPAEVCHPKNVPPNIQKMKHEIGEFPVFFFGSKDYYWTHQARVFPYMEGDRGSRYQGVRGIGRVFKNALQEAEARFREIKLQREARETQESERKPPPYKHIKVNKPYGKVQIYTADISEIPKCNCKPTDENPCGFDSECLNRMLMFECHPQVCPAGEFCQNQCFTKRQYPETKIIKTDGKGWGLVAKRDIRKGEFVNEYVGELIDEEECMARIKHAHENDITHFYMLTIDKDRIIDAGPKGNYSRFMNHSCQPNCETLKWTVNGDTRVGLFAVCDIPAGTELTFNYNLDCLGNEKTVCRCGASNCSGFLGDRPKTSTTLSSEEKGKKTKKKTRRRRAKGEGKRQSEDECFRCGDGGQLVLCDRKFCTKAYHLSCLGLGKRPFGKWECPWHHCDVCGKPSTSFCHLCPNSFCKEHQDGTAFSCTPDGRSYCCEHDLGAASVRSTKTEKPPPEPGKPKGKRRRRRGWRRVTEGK
The depositor's hits bear a star. A portion of the library (hit frequency here may not be typical).

SMILES | NSD2 block
C[C@@H]1CCCCO[C@H](CN(C)Cc2ccc(C(=O)O)cc2)[C@@H](C)CN([C@@H](C)CO)C(=O)c2cc(NC(=O)Nc3cccc4ccccc34)ccc2O1 | -3
CCC(=O)N[C@H]1CC[C@H](CC(=O)NCc2cc(F)cc(F)c2)O[C@@H]1CO | 9
C[C@@H]1CN([C@H](C)CO)S(=O)(=O)c2ccc(-c3ccncc3)cc2O[C@@H]1CN(C)CC1CC1 | 3
C[C@@H]1CN([C@H](C)CO)C(=O)Cc2cc(NC(=O)Cc3cn(C)c4ccccc34)ccc2O[C@@H]1CN(C)Cc1ccc(Oc2ccccc2)cc1 | -12
C[C@@H]1CN([C@H](C)CO)C(=O)c2cc(C#CC3CCCCC3)cnc2O[C@@H]1CN(C)C(=O)c1ccncc1 | 0
C[C@H](CO)N1C[C@H](C)[C@H](CN(C)C(=O)Cc2ccccc2)Oc2ncc(-c3cncnc3)cc2C1=O | -11
CC(C)NC(=O)N(C)C[C@H]1OCCCC[C@H](C)Oc2ccc(NC(=O)Nc3ccccc3)cc2C(=O)N([C@@H](C)CO)C[C@H]1C | -2
CS(=O)(=O)Nc1ccc2c(c1)[C@@H]1C[C@@H](CC(=O)NCC(F)(F)F)O[C@@H](CO)[C@@H]1O2 | 0
Cc1noc(C)c1NC(=O)N(C)C[C@@H]1OCc2ccccc2-c2ccccc2C(=O)N([C@H](C)CO)C[C@@H]1C | 1
COCC#Cc1cnc2c(c1)C(=O)N([C@H](C)CO)C[C@H](C)[C@H](CN(C)S(C)(=O)=O)O2 | -3
COc1ccc(S(=O)(=O)Nc2ccc3c(c2)CC(=O)N([C@@H](C)CO)C[C@@H](C)[C@@H](CN(C)C(=O)Nc2ccc4c(c2)OCO4)O3)cc1 | 1
CC(C)(O)CC[C@@H](O)[C@](C)(O)C1CC[C@@]2(O)C3=CC(=O)C4C[C@@H](O)[C@@H](O)C[C@]4(C)C3CC[C@]12C (stereo partly specified) | 1
C[C@@H]1CN([C@@H](C)CO)C(=O)c2cc(NS(C)(=O)=O)ccc2O[C@@H](C)CCCCO[C@H]1CN(C)C(=O)CCC(F)(F)F | -3
C[C@H](CO)N1C[C@H](C)[C@@H](CN(C)S(=O)(=O)c2cn(C)cn2)Oc2ccc(NC(=O)Nc3ccc(F)cc3)cc2C1=O | -1
C[C@H](CO)N1C[C@H](C)[C@@H](CN(C)Cc2ccc(Oc3ccccc3)cc2)Oc2ccc(NC(=O)CCCN(C)C)cc2C1=O | 8
CCCC#Cc1ccc2c(c1)O[C@@H](CN(C)C(=O)Nc1ccccc1F)[C@H](C)CN([C@H](C)CO)S2(=O)=O | -5
Cc1ccc(-c2cnc3c(c2)C(=O)N([C@@H](C)CO)C[C@@H](C)[C@@H](CN(C)C(=O)CN(C)C)O3)cc1 | 2
C[C@@H]1CN([C@@H](C)CO)C(=O)CCCn2nncc2CO[C@H]1CN(C)C(=O)OCc1ccccc1 | 5
COCC#Cc1cnc2c(c1)C(=O)N([C@@H](C)CO)C[C@H](C)[C@H](CN(C)S(=O)(=O)c1ccccc1)O2 | 3
Cc1ccc(S(=O)(=O)Nc2ccc3c(c2)CC(=O)N([C@@H](C)CO)C[C@H](C)[C@@H](CN(C)Cc2ccc(C(=O)Nc4ccccc4N)cc2)O3)cc1 | -5
N#CC(C#N)=C(N)/C(C#N)=C/c1cc(O)c(O)c(O)c1 | 4
C[C@@H]1CCCCO[C@H](CN(C)C(=O)Cc2ccccc2)[C@@H](C)CN([C@H](C)CO)C(=O)c2cc(NC(=O)Nc3ccc(F)cc3)ccc2O1 | -5
C[C@H](CO)N1C[C@H](C)[C@H](CN(C)Cc2ccccc2)Oc2ncc(-c3cc4ccccc4o3)cc2C1=O | 1
C[C@H]1CN([C@@H](C)CO)C(=O)c2cc(/C=C/c3ccccc3)cnc2O[C@H]1CN(C)C(=O)Cc1cccnc1 | 2
CNC[C@H]1Oc2ncc(-c3cccc(C(=O)N(C)C)c3)cc2C(=O)N([C@H](C)CO)C[C@@H]1C | -2
C[C@H]1CCCCO[C@H](CN(C)C(=O)CCC(F)(F)F)[C@@H](C)CN([C@@H](C)CO)C(=O)c2cc(NC(=O)NC3CCCCC3)ccc2O1 | -6
C[C@H](CO)N1C[C@H](C)[C@H](CN(C)C(=O)Nc2ccccc2)Oc2ccc(NC(=O)Cc3ccccc3)cc2C1=O | 10
Cn1cnc(S(=O)(=O)N[C@@H]2C=C[C@H](CC(=O)NCC3CCCCC3)O[C@@H]2CO)c1 | 1
COc1ccc(S(=O)(=O)N(C)C[C@@H]2OCCCC[C@H](C)Oc3ccc(NC(=O)Cc4ccccc4)cc3C(=O)N([C@H](C)CO)C[C@H]2C)cc1 | -3
O=c1cc(-c2ccc(O)c(O)c2)c2c(O[C@@H]3O[C@H](CO)[C@@H](O)[C@H](O)[C@H]3O)cc(O)cc2o1 | 10
C[C@@H]1CN([C@@H](C)CO)S(=O)(=O)c2ccc(/C=C/c3ccccc3)cc2O[C@H]1CN(C)C | 4
C[C@@H]1CN([C@@H](C)CO)C(=O)c2cc(NS(=O)(=O)c3cn(C)cn3)ccc2O[C@@H](C)CCCCO[C@@H]1CN(C)C(=O)CCC(F)(F)F | 2
C[C@H](CO)N1C[C@H](C)[C@@H](CN(C)Cc2ccc(Oc3ccccc3)cc2)Oc2c(NC(=O)C3CCOCC3)cccc2C1=O | -6
C[C@@H]1CCCCO[C@H](CN(C)S(=O)(=O)c2ccccc2)[C@H](C)CN([C@H](C)CO)C(=O)c2cc(NC(=O)Cc3ccccc3)ccc2O1 | 2
C[C@@H]1CN([C@@H](C)CO)C(=O)c2cccc(NS(=O)(=O)c3cn(C)cn3)c2O[C@@H]1CN(C)CC1CC1 | 10
C[C@@H]1CN([C@@H](C)CO)C(=O)Cc2cc(NS(=O)(=O)c3ccc(Cl)cc3)ccc2O[C@H]1CN(C)CC1CCCCC1 | -13
CC(=O)CCCCCCCc1[nH]c2ccccc2c(=O)c1O[C@@H]1O[C@H](CO)[C@@H](O)[C@H](O)[C@H]1O | 1
C[C@@H]1CN([C@H](C)CO)C(=O)c2cc(-c3ccc(C#N)cc3)cnc2O[C@@H]1CN(C)C(=O)c1cccnc1 | 1
O=C(O)CCn1nc(-c2ccc(F)cc2)ccc1=O | 5
CC(C)C#Cc1ccc2c(c1)O[C@H](CN(C)C(=O)c1cccc(F)c1)[C@H](C)CN([C@H](C)CO)S2(=O)=O | -7

Of the compounds above, 2 contain a COOH group:
SMILES | NSD2 block
C[C@@H]1CCCCO[C@H](CN(C)Cc2ccc(C(=O)O)cc2)[C@@H](C)CN([C@@H](C)CO)C(=O)c2cc(NC(=O)Nc3cccc4ccccc34)ccc2O1 | -3
O=C(O)CCn1nc(-c2ccc(F)cc2)ccc1=O | 5

New compounds follow.
SMILES | NSD2 block
C[C@H](CO)N1C[C@H](C)[C@@H](CN(C)Cc2ccc(C(=O)Nc3ccccc3N)cc2)Oc2c(NC(=O)c3ccncc3)cccc2C1=O | 3
C[C@@H]1CN([C@@H](C)CO)C(=O)c2cc(NC(=O)Nc3ccc(C(F)(F)F)cc3)ccc2O[C@@H](C)CCCCO[C@@H]1CN(C)S(=O)(=O)c1cccs1 | -4
O=C(C[C@H]1C=C[C@@H](NC(=O)C2CC2)[C@H](CO)O1)NC1CCC1 | 4
CN(C)CC(=O)Nc1ccc2c(c1)[C@H]1C[C@H](CC(=O)N3CCN(C)CC3)O[C@H](CO)[C@H]1O2 | 5
C[C@@H]1CN([C@H](C)CO)C(=O)Cc2cc(NC(=O)C3CCCCC3)ccc2O[C@@H]1CN(C)Cc1ccc(C(F)(F)F)cc1 | -11
CC(C)NC(=O)Nc1ccc2c(c1)CC(=O)N([C@H](C)CO)C[C@H](C)[C@H](CN(C)S(=O)(=O)c1ccccc1)O2 | 3
C[C@@H]1CN([C@H](C)CO)C(=O)c2cc(NS(=O)(=O)c3ccccc3)ccc2O[C@@H]1CN(C)S(=O)(=O)c1ccc(Cl)cc1 | -4
C[C@H]1CN([C@@H](C)CO)C(=O)c2cc(NC(=O)CCC(F)(F)F)ccc2O[C@H]1CN(C)C(=O)Nc1cccc2ccccc12 | 0
C[C@H]1CN([C@@H](C)CO)C(=O)c2cc(NC(=O)CCC(F)(F)F)ccc2O[C@@H]1CN(C)Cc1ccc(C(=O)O)cc1 | -4
C[C@@H]1CN([C@@H](C)CO)C(=O)c2cc(NC(=O)Nc3ccc4c(c3)OCO4)ccc2O[C@@H](C)CCCCO[C@@H]1CN(C)S(=O)(=O)c1ccc(F)cc1 | -3
COc1ccc(NC(=O)Nc2ccc3c(c2)CC(=O)N([C@H](C)CO)C[C@@H](C)[C@H](CN(C)S(=O)(=O)c2ccc(C)cc2)O3)cc1 | 5
C[C@@H]1CN([C@H](C)CO)C(=O)c2cc(NS(=O)(=O)c3ccccc3)ccc2O[C@@H]1CN(C)S(C)(=O)=O | 0
C/C=C/c1cnc2c(c1)C(=O)N([C@H](C)CO)C[C@H](C)[C@@H](CN(C)Cc1ccc(F)cc1)O2 | -2
CNC[C@@H]1Oc2c(NC(=O)c3nc4ccccc4s3)cccc2C(=O)N([C@H](C)CO)C[C@H]1C | 5
COc1ccc(S(=O)(=O)N(C)C[C@H]2OCCCC[C@@H](C)Oc3ccc(NC(=O)c4ccncc4)cc3C(=O)N([C@@H](C)CO)C[C@@H]2C)cc1 | -3
Cc1ccc(S(=O)(=O)Nc2ccc3c(c2)C(=O)N([C@H](C)CO)C[C@@H](C)[C@H](CN(C)C(=O)Nc2ccc(C(F)(F)F)cc2)OCCCC[C@H](C)O3)cc1 | -5
C[C@@H]1CN([C@H](C)CO)C(=O)c2cc(NC(=O)C3CCCCC3)ccc2O[C@@H]1CN(C)C(=O)NC1CCCCC1 | 5
C[C@@H]1CN([C@H](C)CO)S(=O)(=O)c2ccc(-c3ccc(C#N)cc3)cc2O[C@H]1CN(C)C | 6
C[C@@H]1CN([C@@H](C)CO)C(=O)Cc2cc(NC(=O)Cc3ccccc3)ccc2O[C@H]1CN(C)Cc1ccc(-c2ccccc2)cc1 | 5
COc1ccc(NC(=O)Nc2ccc3c(c2)[C@H]2C[C@H](CC(=O)NCC(F)(F)F)O[C@H](CO)[C@H]2O3)cc1 | -2
C/C=C/c1cnc2c(c1)C(=O)N([C@H](C)CO)C[C@@H](C)[C@@H](CN(C)C(=O)Cc1ccccc1)O2 | -3
C[C@@H]1CN([C@H](C)CO)C(=O)c2cc(NC(=O)Cc3ccccc3)ccc2O[C@@H](C)CCCCO[C@@H]1CN(C)C | 4
CCCNC(=O)C[C@H]1C[C@H]2c3cc(NS(=O)(=O)c4ccccc4)ccc3O[C@H]2[C@H](CO)O1 | 6
C[C@@H]1CN([C@@H](C)CO)S(=O)(=O)c2ccc(/C=C/c3ccccc3)cc2O[C@@H]1CN(C)Cc1ccccc1 | -8
COCCNC(=O)C[C@@H]1C[C@@H]2c3cc(NC(=O)Nc4ccccc4)ccc3O[C@@H]2[C@@H](CO)O1 | 0
C[C@@H]1CN([C@H](C)CO)C(=O)c2ccccc2-c2ccccc2CO[C@@H]1CN(C)Cc1cccnc1 | 1
CNC[C@@H]1Oc2c(N)cccc2C(=O)N([C@@H](C)CO)C[C@H]1C | 6
CC(=O)N(C)C[C@@H]1Oc2cc(-c3cccnc3)ccc2S(=O)(=O)N([C@H](C)CO)C[C@H]1C | 9
CC(C)NC(=O)Nc1cccc2c1O[C@H](CN(C)C(=O)Nc1ccc3c(c1)OCO3)[C@H](C)CN([C@H](C)CO)C2=O | 29
COc1ccc(S(=O)(=O)N[C@H]2C=C[C@@H](CC(=O)NCCc3ccccc3)O[C@@H]2CO)cc1 | 5

Reformatted: results already given
> CC(C)C#Cc1ccc2c(c1)O[C@H](CN(C)C(=O)c1cccc(F)c1)[C@H](C)CN([C@H](C)CO)S2(=O)=O
  NSD2 block = -7
> C[C@@H]1CN([C@@H](C)CO)C(=O)c2cccc(NS(=O)(=O)c3cn(C)cn3)c2O[C@@H]1CN(C)CC1CC1
  NSD2 block = 10
> COc1ccc(S(=O)(=O)N[C@H]2C=C[C@@H](CC(=O)NCCc3ccccc3)O[C@@H]2CO)cc1
  NSD2 block = 5
> C[C@H](CO)N1C[C@H](C)[C@@H](CN(C)Cc2ccc(C(=O)Nc3ccccc3N)cc2)Oc2c(NC(=O)c3ccncc3)cccc2C1=O
  NSD2 block = 3

(further entries)
SMILES | NSD2 block
C[C@H](CO)N1C[C@H](C)[C@H](CN(C)C(=O)Nc2ccccc2)Oc2ccc(NC(=O)Cc3cn(C)c4ccccc34)cc2CC1=O | 4
C/C=C/c1cnc2c(c1)C(=O)N([C@H](C)CO)C[C@H](C)[C@H](CN(C)C(=O)c1ccc3c(c1)OCO3)O2 | -4
Cc1ccc(S(=O)(=O)N[C@@H]2CC[C@@H](CC(=O)N3CCC(Cc4ccccc4)CC3)O[C@H]2CO)cc1 | 4
C[C@@H]1CN([C@@H](C)CO)C(=O)Cc2cc(NC(=O)C3CC3)ccc2O[C@@H]1CN(C)C(=O)Nc1ccc(F)cc1 | -6
C[C@@H]1CCCCO[C@@H](CN(C)C(=O)CCCN(C)C)[C@@H](C)CN([C@@H](C)CO)C(=O)c2cc(NS(=O)(=O)c3ccccc3)ccc2O1 | -1
C[C@@H]1CN([C@H](C)CO)C(=O)c2cccc(NC(=O)Nc3cccc4ccccc34)c2O[C@@H]1CN(C)Cc1ccc(C(=O)Nc2ccccc2N)cc1 | -9
C[C@H](CO)N1C[C@H](C)[C@@H](CN(C)Cc2cccc(C(=O)O)c2)Oc2ncc(C#CCN(C)C)cc2C1=O | 5
COc1ccc(CCNC(=O)[C@@H]2c3ccccc3C(=O)N(Cc3ccccc3OC)[C@H]2c2ccc(CO)cc2)cc1 | -7
